LYP phosphatase = PTPN22 lymphoid phosphatase activity blockers – biochemical, fluorescence intensity, uHTS (AID 1779). one-dose inhibition, % at 11.5 µM; IC50 in µM for titrated hits. 290,000 compounds, 0.054% hits. recombinant LYP phosphatase, fluorescence intensity; higher % means a stronger effect; in the data active = inhibition above about 50%;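 note: plate controls were vehicle with enzyme for no effect and no enzyme for full effect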
Rac1 GTP hydrolysis = MgcRacGAP GTPase-activating activity inhibitors, confirmation, biochemical, ADP Hunter fluorescence. MgcRacGAP-stimulated Rac1 GTP hydrolysis, ADP Hunter fluorescence; higher % means a stronger effect; GST-tagged Rac1 F28L mutant substrate. inhibition, % at 30 µM, or IC50 in µM where a hit was titrated. 340,000 compounds, 0.6% hits;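 active = first-screen hits whose inhibition reached a set limit at any dose in the follow-up dose series; inconclusive = inhibition above the set first-screen limit but never retested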;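 note: fluorescence reports GDP produced by GAP-driven GTP hydrolysis; strong numbers were not always called active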
SIAH1 antagonists = Siah-1 peptide-binding antagonists, primary screen, biochemical, fluorescence polarization, rhodamine-plectin, uHTS (AID 1817); Siah-1 / rhodamine-plectin peptide fluorescence polarization; higher % means a stronger effect; one-dose displacement, % at 20 µM; IC50 in µM for titrated hits; 290,000 compounds, 0.02% hits;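 active = displacement of at least 50% at 20 µM, with a fluorescence ratio check between 0.3 and a set limit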;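 note: plate controls were Siah plus tracer with DMSO for no effect and tracer alone without Siah for full effect; strong numbers were not always called active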
GPR35 antagonists = GPR35 antagonists blocking zaprinast-driven arrestin recruitment, primary screen, imaging, U2OS, beta-arrestin-GFP, zaprinast agonist (AID 2058); U2OS GPR35 beta-arrestin-GFP translocation imaging, zaprinast antagonism; higher % means a stronger effect; inhibition, % at 10 µM, or IC50 in µM where a hit was titrated; 290,000 compounds, 0.052% hits;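 active = inhibition of at least 50% with at least 30 cells and total cytoplasm GFP at most 10,000,000; inconclusive = under 30 cells or total GFP of 10,000,000 plus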
HIV fusion peptide = inhibitors of HIV fusion peptide binding, primary screen, biochemical, uHTS, fluorescence dequenching (AID 1986); cell-free peptide binding, fluorescence dequenching, 30 min; higher % means a stronger effect; inhibition, % at 20 µM; hits with a dose series show IC50 in µM; 290,000 compounds, 0.3% hits; in the data active = inhibition mostly above about 52%, no sharp cut-off; inactive = mostly below about 76%; note: some results filed as inactive read as strong as hits
Salmonella PhoP GFP = PhoP-dependent GFP reporter repression – Salmonella Typhimurium, primary screen (AID 1863). S. Typhimurium PhoP-regulated promoter GFP reporter, 4 h; higher % means a stronger effect. 300,000 compounds, 0.16% hits. inhibition, % at 50 µM, or IC50 in µM where a hit was titrated;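 active = inhibition over 29.93%, a cutoff 3 SD above the screen mean, later confirmed by dose response; inconclusive = inhibition over 29.93% but no dose response follow-up; inactive = inhibition at most 29.93% or unconfirmed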;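 note: 0% = low Mg2+ inducing control and 100% = high Mg2+ repressing control; strong numbers were not always called active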
GPR55 antagonists = inhibition of LPI-stimulated GPR55 beta-arrestin translocation – imaging, U2OS, beta-arrestin-GFP, LPI agonist, primary screen (AID 2013). U2OS GPR55 beta-arrestin-GFP translocation imaging, LPI antagonism; higher % means a stronger effect. inhibition, % at 10 µM; hits with a dose series show IC50 in µM. 290,000 compounds, 0.13% hits;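 active = spots per cell inhibited over 60%, with over 100 cells counted and total cytoplasm intensity under 500,000; inconclusive = wells with under 100 cells, flagged as likely toxic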;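 note: U2OS cells stably carrying GPR55 and arrestin-GFP stimulated by 5 µM LPI near EC80; imaged beta-arrestin-GFP aggregate spots per cell after agonist stimulation; plate controls were LPI-stimulated DMSO wells for no effect and DMSO wells without LPI for full effect; some results filed as inactive read as strong as hits; confirmed hits need IC50 under 10 µM and bright autofluorescent wells are also inconclusive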
Myeloid diff 2 = promotes myeloid progenitor differentiation; ER-HoxA9 myeloid progenitors, lysozyme-GFP differentiation, flow cytometry; calls only at 10 µM; 360,000 compounds, 1% hits;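 active = normalized GFP-positive differentiation at or above the plate's own cutoff, the solvent-only control mean plus 3 SD; inconclusive = no clear call, values can overlap the other calls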;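 note: cells exposed to compound for four days before flow analysis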
NTR1 ag = agonists of NTR1, primary screen, imaging, U2OS cells, beta-arrestin-GFP, high content (AID 493036) | activation, % at 20 µM | P30989 | NTR1-U2OS beta-arrestin-GFP spot imaging, agonist mode | 330,000 compounds, 0.17% hits;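 active = activation at or above 40% of the spot to cytoplasm intensity ratio, with at least 20 cells analyzed; inconclusive = wells under 20 cells, flagged as cytotoxic or low count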;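 note: 0% = DMSO without peptide and 100% = 100 nM NTR1 peptide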
Target sequence (P30989 whole entry, looked up): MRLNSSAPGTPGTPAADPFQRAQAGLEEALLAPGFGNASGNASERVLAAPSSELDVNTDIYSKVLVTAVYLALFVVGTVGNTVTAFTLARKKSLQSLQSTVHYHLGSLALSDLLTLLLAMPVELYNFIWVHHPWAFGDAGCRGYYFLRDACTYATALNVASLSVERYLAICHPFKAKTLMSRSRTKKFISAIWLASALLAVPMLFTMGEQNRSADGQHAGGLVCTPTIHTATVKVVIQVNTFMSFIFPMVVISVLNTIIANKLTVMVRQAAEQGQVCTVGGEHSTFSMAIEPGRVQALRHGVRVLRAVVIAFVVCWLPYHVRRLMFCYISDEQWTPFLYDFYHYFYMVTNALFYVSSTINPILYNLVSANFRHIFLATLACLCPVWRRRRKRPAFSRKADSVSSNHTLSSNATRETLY
NTR1 ag cell count 20 µM = recorded beside NTR1 ag, whose call it bears; cell count; measured here: cell count, cytotoxicity flag
Myeloid diff 2 GFP+ MAC1+ % = recorded beside Myeloid diff 2, whose call it bears; GFP+ MAC1+ double positive, %; measured here: differentiation confirmed by MAC1 staining
Starred values were filed as active, the others as inactive; i = inactive; ? = inconclusive; . = no result given; + = active, no number. Compounds as they come, and some 2.4% of all compounds hit somewhere here.

structure,LYP phosphatase,Rac1 GTP hydrolysis,SIAH1 antagonists,GPR35 antagonists,HIV fusion peptide,Salmonella PhoP GFP,GPR55 antagonists,Myeloid diff 2,Myeloid diff 2 GFP+ MAC1+ %,NTR1 ag,NTR1 ag cell count 20 µM
COc1ccc(N2CCN(C(c3ccccc3)c3sc4nc(C)nn4c3O)CC2)cc1 (centres undefined),-5%,14%,-1%,0%,-1.6%,0%,-7%,i,3.7,-0.6,65
COc1cc(/C=N/N2CCN(Cc3ccc(Cl)cc3)CC2)ccc1OC(C)=O,-8%,8%,-6%,-3%,-0.1%,1%,-8%,i,0.1,1.1,37
Cc1nnc(N/N=C/c2ccc(-c3ccc(Br)cc3)o2)n1N,-6%,14%,-1%,14%,-4.6%,-5%,-9%,i,0.6,2.2,29
NC(=O)C1=C[C@H](c2ccc3c(c2)OCO3)C[C@H](OCc2ccc(CO)cc2)O1,-4%,4%,5%,-5%,-0.5%,-3%,10%,i,1.8,1.1,53
CCOC(=O)N1CCC(NC(=O)Cn2ncc3ccccc32)CC1,-4%,5%,0%,9%,2.0%,5%,2%,i,1.3,0.9,58
O=C(Nc1nnc(-c2ccco2)o1)c1ccc(S(=O)(=O)N2CCOCC2)cc1,-1%,5%,0%,-8%,0.9%,-7%,13%,i,0.1,-1.0,94
COc1ccc(-c2nc(C#N)c(N3CCC(C)CC3)o2)cc1,-12%,7%,-5%,2%,-1.0%,2%,0%,i,1.5,4.1,77
CCCC(=O)Nc1ccc2c(c1)Cc1ccccc1-2,-7%,7%,2%,-5%,0.3%,0%,6%,i,0.5,-0.4,57
O=C(C1CC=CCC1)N1CCN(C(=O)C2CC=CCC2)CC1 (centres undefined),-4%,14%,-2%,2%,-0.6%,-10%,-5%,i,0.6,-1.7,83
CC(=O)c1ccc(N(C(=O)CS(=O)CC(=O)Nc2ccc(F)cc2)C(C(=O)NC2CCCCC2)c2cccs2)cc1 (centres undefined),-3%,-1%,5%,-4%,1.4%,15%,5%,i,0.9,2.5,49
CCN1C(=O)CSc2ccc(C(=O)NC3CCCCC3)cc21,-4%,9%,-1%,-1%,1.0%,8%,20%,i,1.0,1.6,81
CC1CCc2nc(NC(=O)CCSc3ccccc3)sc2C1 (centres undefined),-4%,4%,4%,13%,0.5%,2%,7%,i,1.6,-0.6,57
COc1cc(OC)cc(C(=O)Nc2ccc(CN3CCCCC3)cc2)c1,-3%,11%,5%,-16%,0.8%,2%,18%,i,0.4,0.3,55
Cn1c(CC(=O)Nc2ccc(Cl)c(Cl)c2)n[nH]c1=S,-5%,-2%,-3%,-16%,-0.8%,4%,-11%,i,1.0,0.6,75
COc1ccc(-n2nc(C(=O)NCC(=O)N3CCCC(C)C3)c3ccccc3c2=O)cc1 (centres undefined),-2%,3%,5%,-3%,-0.4%,-11%,-7%,i,0.7,0.3,67
COc1ccc(S(=O)(=O)N2CCCC2C(=O)n2nc(C)cc2C)cc1 (centres undefined),5%,17%,0%,-16%,1.1%,0%,3%,i,0.0,1.1,85
CCOC(=O)C1CCN(Cc2nnc(-c3cccc(Br)c3)o2)CC1,-8%,10%,9%,3%,-0.2%,0%,3%,i,0.2,0.3,67
O=C(O)CCc1nn2c3ccccc3n(CCO)c2nc1=O,-3%,15%,5%,13%,0.0%,-4%,2%,i,0.3,0.6,75
COc1ccc(OC)c(CC(=O)Nc2ccc3c(c2)CCC3)c1,-3%,7%,2%,-16%,0.2%,-1%,-6%,i,1.1,-0.4,50
Cc1cc(Cl)ccc1C(=O)C1CCCN(C(=O)/C=C/c2cnn(C)c2)C1 (centres undefined),-4%,2%,14%,12%,0.0%,-5%,4%,i,0.2,-0.8,62
COc1ccc(NS(=O)(=O)c2cc(NC(=O)c3cccs3)ccc2N2CCOCC2)cc1,4%,5%,-2%,-10%,-0.4%,-8%,3%,i,0.6,2.5,60
CCOC(=O)c1c(C)nc(-c2ccccc2)nc1NC(=O)CC,-3%,5%,-4%,12%,-0.5%,0%,8%,i,0.9,0.9,58
CC(=O)Nc1ccc(NC(=O)Cn2ccc([N+](=O)[O-])n2)cc1,-6%,11%,14%,-6%,0.4%,3%,0%,i,0.5,2.6,58
CC(C)[C@@H](NC(=O)C1CCC(CNC(=O)[C@H](Cc2ccccc2)NC(=O)OC(C)(C)C)CC1)C(=O)O (some centres undefined),-9%,4%,0%,-9%,-0.4%,4%,-13%,i,0.6,.,.
N#Cc1sc(NCc2ccccn2)nc1Cl,-7%,.,9%,19%,-0.8%,12%,12%,i,0.8,-1.3,113

Continued; the last 2 above are carried over.
structure,LYP phosphatase,Rac1 GTP hydrolysis,SIAH1 antagonists,GPR35 antagonists,HIV fusion peptide,Salmonella PhoP GFP,GPR55 antagonists,Myeloid diff 2,Myeloid diff 2 GFP+ MAC1+ %,NTR1 ag,NTR1 ag cell count 20 µM
CC(C)[C@@H](NC(=O)C1CCC(CNC(=O)[C@H](Cc2ccccc2)NC(=O)OC(C)(C)C)CC1)C(=O)O (some centres undefined),-9%,4%,0%,-9%,-0.4%,4%,-13%,i,0.6,.,.
N#Cc1sc(NCc2ccccn2)nc1Cl,-7%,.,9%,19%,-0.8%,12%,12%,i,0.8,-1.3,113
Cc1ccc(NC(=O)C2CC(c3ccc(F)cc3)=NO2)cc1 (centres undefined),-9%,8%,2%,8%,0.7%,-1%,4%,i,8.6,-2.1,62
O=C(COC(=O)CC(c1ccccc1)c1ccccc1)Nc1cccc(F)c1,0%,-2%,6%,-10%,-0.6%,-8%,27%,i,0.0,2.9,55
Cc1ccc(/C(N)=N/OC(=O)CCc2ccccc2)cc1,0%,9%,6%,18%,0.7%,4%,17%,i,0.5,5.9,64
CCn1cc([N+](=O)[O-])c(C(=O)N2CCOCC2)n1,-6%,5%,3%,7%,3.6%,-7%,-5%,i,0.4,-0.6,44
O=C(c1ccc(S(=O)(=O)Nc2ccccc2F)cc1)N1CCCCCC1,.,6%,.,.,.,-3%,.,i,0.7,-0.8,44
O=C(Nc1cccc(Cl)c1)OCc1ccccn1,-4%,0%,0%,-6%,0.4%,12%,2%,i,0.8,-1.0,85
CC(=O)c1cccc(NC(=O)N2C3CCC2CC(NC(=O)C2CC2)C3)c1 (centres undefined),-5%,-1%,16%,2%,-0.9%,.,6%,i,0.3,-1.7,71
COc1cccc(-c2nc(CS(=O)(=O)CC(=O)NCCCOC(C)C)c(C)o2)c1,4%,5%,1%,5%,-0.2%,3%,0%,i,0.7,0.8,78
O=C(CCSc1nc2ccccc2s1)N/N=C/c1c(O)ccc2ccccc12,0%,5%,2%,4%,2.6%,-10%,22%,?,.,1.7,80
CC1CCCN(C(=O)c2ccc(COc3ccccc3Br)cc2)C1 (centres undefined),-8%,7%,0%,-8%,0.1%,-8%,-8%,i,0.5,10,43
CCOC(=O)c1nn(C)c(C)c1Cl,-8%,4%,5%,4%,-0.7%,4%,-12%,i,1.2,0.3,68
O=C(O)C1CCCN1S(=O)(=O)c1ccc(F)cc1 (centres undefined),-7%,-1%,8%,2%,-0.7%,-3%,5%,i,0.1,2.5,82
O=C(CCN1C(=O)[C@@H]2Cc3ccccc3CN2C1=O)N[C@H](Cc1ccccc1)C(=O)O,-10%,-1%,0%,-17%,0.8%,.,-2%,i,2.9,-3.2,109
CC(c1ccccc1)n1cc(C(=O)NCCCn2ccnc2)nn1 (centres undefined),-7%,1%,4%,1%,2.9%,-4%,6%,i,0.4,-1.4,47
COc1ccc(C2CC(O)(c3ccccc3)Oc3cc(OC)cc(OC)c32)cc1 (centres undefined),0%,7%,-7%,11%,-1.5%,1%,-2%,i,1.5,3.5,92
CS(=O)(=O)N(CCC#N)Cc1ccc(C=O)o1,-5%,1%,14%,8%,-1.2%,1%,8%,i,0.3,0.1,42
CCOc1cc(C2/C(=C(/O)c3ccc(OC(C)C)cc3)C(=O)C(=O)N2CCCOC)ccc1O (centres undefined),2%,8%,-1%,-11%,-4.5%,-5%,7%,i,0.9,0.0,37
COc1ccc([C@H]2[C@H](C(=O)C(C)(C)C)N3N=Cc4ccccc4C3[C@]23N=C(c2ccccc2)OC3=O)cc1 (some centres undefined),2%,5%,0%,13%,4.1%,-6%,2%,i,0.1,1.7,70
CCN(CCNC(=O)C1CCCN(Cc2nc(-c3ccc(OC)cc3)oc2C)C1)c1ccccc1 (centres undefined),-4%,3%,-5%,5%,0.1%,-3%,-10%,i,0.8,4.5,81
COC(=O)C1=C(O)/C(=C\c2ccc(OCC(=O)Nc3ccccc3OC)cc2)N=C1C,-6%,9%,3%,-6%,5.8%,-10%,5%,i,3.6,0.5,48
CCn1cc(S(=O)(=O)c2ccc(C)cc2)[nH]c1=O,-5%,-3%,-3%,4%,0.8%,2%,9%,i,0.2,1.5,53
CCC(=O)NC(Nc1sc2c(c1C(=O)OC)CCC2)C(Cl)(Cl)Cl (centres undefined),-8%,2%,1%,12%,2.4%,-6%,-15%,i,0.3,17,73
Cc1cc(=O)oc2cc(OCC(=O)OCc3nnc(-c4ccccc4)o3)ccc12,-2%,-1%,-5%,0%,1.1%,11%,-3%,i,0.8,-1.0,86
O=[N+]([O-])c1cc(-c2ccc(C(=S)N3CCOCC3)o2)ccc1Cl,-5%,22%,7%,-8%,30%,3%,16%,+,2.7*,0.7,50
Cc1nn(-c2ccccc2)c(C)c1/C=N/NC(=O)c1ccccc1O,-2%,-1%,11%,-7%,-1.5%,17%,1%,i,1.2,-0.4,67
CCc1ccc(C2=NN(CCC(=O)NC(C)c3ccc4c(c3)OCCO4)C(=O)CC2)cc1 (centres undefined),-5%,6%,6%,8%,3.2%,-1%,4%,i,0.2,0.6,50
CCN(CC)CCCN1C(=O)C(O)=C(C(=O)c2ccco2)C1c1ccc(OC(C)C)cc1 (centres undefined),-9%,8%,-1%,6%,14%,1%,4%,i,0.7,-2.9,67
COc1ccc(C(=O)N/N=C(/C)c2ccc(N3CCCCC3)cc2)cc1,6%,7%,-3%,19%,-1.8%,-12%,11%,i,0.8,1.3,49

Screens (PubChem BioAssay)
